High-throughput results (PubChem)
BioA inh: M. tuberculosis BioA enzyme inhibitors, primary screen, biochemical, plate reader, single point, HTS; 7,8-diaminopelargonic acid synthase BioA (Mycobacterium tuberculosis); 360,000 tested, 0.096% active; purified M. tuberculosis BioA enzyme; inhibition, % at 9.99 µM; in the data active means inhibition above about 40%; inconclusive means no clear call, values can overlap the other calls
GDH-TPI counter: GDH-TPI coupling enzyme inhibitors, primary screen, artefact control for M. tuberculosis FBA inhibitor project, biochemical, absorbance, full deck | AID 588335, 2011 | inhibition, % at 4.8 µM | GDH-TPI coupled enzyme counterscreen, NADH absorbance | 360,000 tested, 1.2% active; in the data active means inhibition above about 30%;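 further: 0% = DMSO wells and 100% = wells lacking the enzyme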
FadD28 FP inh: inhibitors of FadD28 bisubstrate probe binding, primary screen, biochemical, fluorescence polarization, single point; 360,000 tested, 0.22% active; inhibition, % at 12.5 µM; Mycobacterium tuberculosis FadD28 fatty-acid-AMP ligase; AID 588549, 2011; in the data active means inhibition above about 8.5%, passing the limit was not always enough; inconclusive means no clear call, values can overlap the other calls
Mtb UGM inh: M. tuberculosis UGM enzyme inhibitors, primary screen, biochemical, fluorescence polarization, single point | AID 504406, 2011 | 320,000 tested, 0.06% active | inhibition, % at 10 µM | purified UGM, fluorescence polarization probe displacement; in the data active means inhibition above about 10%, passing the limit was not always enough; inconclusive means no clear call, values can overlap the other calls
Target sequence (P9WIQ1 whole entry, looked up): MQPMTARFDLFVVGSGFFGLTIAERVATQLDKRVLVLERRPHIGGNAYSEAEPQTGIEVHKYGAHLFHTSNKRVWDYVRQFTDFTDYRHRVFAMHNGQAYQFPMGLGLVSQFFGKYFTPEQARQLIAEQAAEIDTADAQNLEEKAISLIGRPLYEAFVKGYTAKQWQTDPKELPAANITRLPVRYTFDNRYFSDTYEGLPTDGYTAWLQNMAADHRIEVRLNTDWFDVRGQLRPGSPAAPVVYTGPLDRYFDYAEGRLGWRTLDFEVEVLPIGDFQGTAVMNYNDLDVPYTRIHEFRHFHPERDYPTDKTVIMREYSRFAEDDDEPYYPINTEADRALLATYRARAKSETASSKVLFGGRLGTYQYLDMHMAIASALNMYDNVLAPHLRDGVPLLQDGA
Mtb FBA inh: Mtb FBA enzyme inhibitors, primary screen, biochemical, fluorescence, strain H37Rv | Fructose-bisphosphate aldolase (Mycobacterium tuberculosis (strain ATCC 25618 / H37Rv)), … | purified M. tuberculosis FBA, fluorescence read-out | inhibition, % at 1 µM | 360,000 tested, 2.3% active; in the data active means inhibition above about 27%;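 further: 0% = vehicle and 100% = reference inhibitor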
Target sequence (P9WQA3 whole entry, looked up): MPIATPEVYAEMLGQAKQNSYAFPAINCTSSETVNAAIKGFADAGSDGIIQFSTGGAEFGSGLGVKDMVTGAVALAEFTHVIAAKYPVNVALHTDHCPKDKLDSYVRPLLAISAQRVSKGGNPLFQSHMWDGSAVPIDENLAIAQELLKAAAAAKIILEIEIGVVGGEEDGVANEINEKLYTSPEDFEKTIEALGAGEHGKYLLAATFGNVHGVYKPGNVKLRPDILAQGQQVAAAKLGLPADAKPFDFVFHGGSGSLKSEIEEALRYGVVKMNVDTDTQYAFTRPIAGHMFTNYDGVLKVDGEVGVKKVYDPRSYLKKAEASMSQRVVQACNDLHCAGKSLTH
Anthrax LF inh2: Bacillus anthracis LF protease inhibitors, primary screen, biochemical, multiplex microsphere, MLPCN library; multiplex microsphere protease cleavage assay; inhibition, % at 10 µM; 360,000 tested, 0.12% active; further: plate controls were buffer without enzyme for full effect and enzyme alone for no effect
BoNT-A LC inh2: BoNT/A light chain protease inhibitors, primary screen, biochemical, flow cytometry, MLPCN library; multiplex microsphere protease substrate cleavage; inhibition, % at 10 µM; AID 588499, 2011; 360,000 tested, 0.17% active; further: plate controls were buffer without enzyme for full effect and enzyme alone for no effect
PfHsp40 yeast: rescue of yeast from PfHsp40 toxicity, primary screen, S. cerevisiae, ATP luminescence | S. cerevisiae expressing PfHsp40, growth rescue | growth rescue, % at 12.5 µM | 340,000 tested, 0.68% active | AID 504582, 2011; in the data active means growth rescue above about 28%, passing the limit was not always enough; inconclusive means no clear call, values can overlap the other calls;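 further: yeast W303a lacking pdr1 and pdr3 grown in galactose medium; growth measured after three days at 30 °C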
BoNT-F LC inh: BoNT/F light chain protease inhibitors, primary screen, biochemical, flow cytometry, MLPCN library; Multiplex microsphere protease cleavage assay; inhibition, % at 10 µM; 360,000 tested, 0.22% active; AID 588497, 2011; in the data active means inhibition above about 35%, passing the limit was not always enough; inconclusive means no clear call, values can overlap the other calls; further: plate controls were buffer without enzyme for full effect and enzyme alone for no effect
Numbers without * were called inactive; ? = inconclusive; nt = not tested or not shown. Unless noted, no stated cut-off is given here; in the data, active means inhibition above about 30%; inconclusive means no clear call, values can overlap the other calls; inactive means below that.

SMILES	BioA inh	GDH-TPI counter	FadD28 FP inh	Mtb UGM inh	Mtb FBA inh	Anthrax LF inh2	BoNT-A LC inh2	PfHsp40 yeast	BoNT-F LC inh
Cc1c(C(=O)Nc2cccc(F)c2)cnn1-c1ccccc1	2.9	0.0	-3.5	-1.6	2.3	-0.7	1.5	7.3	29.0
Cc1ccc(CSc2nc3ccccc3c(=O)[nH]2)cc1	-2.7	5.0	-2.2	-3.9	4.0	-3.2	-0.4	0.5	-5.2
COC(=O)[C@@H]1CCCN1C(=O)c1ccc(OC2CCN(Cc3ccccn3)CC2)cc1	-1.2	4.8	-0.5	4.2	0.2	-2.8	-4.5	1.9	-0.4
Cc1ccc(C(=O)NC2CCCc3ccccc32)cc1[N+](=O)[O-] (stereo unspecified)	-0.1	-0.8	-1.0	-1.2	5.8	-0.1	-1.8	1.2	-4.3
COc1cc(/C=N/N2CCN(Cc3ccc(C)cc3)CC2)cc(OC)c1O	1.1	-7.0	-0.8	-0.1	-0.1	-12.1	-1.0	0.3	?
O=C(c1ccc(COc2ccccc2Br)o1)N1CCCCCC1	1.8	-1.1	-1.8	-2.0	-2.7	-4.1	-0.3	0.5	-2.7
COc1ccc(CN2CCCC(C(=O)c3ccccc3SC)C2)cc1O (stereo unspecified)	2.2	3.5	1.2	0.8	0.0	-5.6	0.0	0.2	-5.6
COC(=O)N(NC(=O)C(O)(c1ccccc1)c1ccccc1)c1ccccc1	nt	1.9	-1.4	2.9	-1.9	-1.8	0.0	-0.2	3.7
O=C(CCC(=O)N/N=C/c1ccc(Br)o1)N/N=C/c1ccc(Br)o1	nt	13.0	-0.8	-3.8	31.8*	-12.6	0.1	-0.7	?
CC(=O)c1cccc(NC(=O)CSc2nc(N3CCCCC3)nc(N3CCCCC3)n2)c1	-0.9	1.3	-3.4	3.1	4.7	-3.7	0.1	0.0	-3.5
COc1ccc(CNC(=O)C2CCN(S(=O)(=O)N3CCOCC3)CC2)cc1	0.2	0.3	-2.6	-2.6	1.1	-3.4	0.3	-0.9	2.9
Cc1ccc(/C=C/C(=O)C2C(=O)c3ccccc3C2=O)cc1	nt	-7.0	11.0*	-0.1	-2.4	-1.2	0.3	2.3	-1.7
CC(=O)C1=C(O)C(=O)N(c2cccnc2)C1c1ccc(Cl)cc1 (stereo unspecified)	nt	7.2	0.3	1.0	0.6	3.3	4.1	-0.1	24.5
N#C/C(C(=O)N1CCCCC1)=C1/N=C(N)c2ccccc21	nt	12.6	-2.8	2.3	-2.9	-1.9	0.4	0.1	5.6
O=C(NNC(=S)NCc1ccccc1)c1ccc2c(c1)OCO2	nt	11.1	-2.6	0.2	1.4	-1.1	-0.7	-1.0	-11.6
O=C(NCCOc1ccccc1)c1ccccc1	nt	11.6	-1.6	3.5	3.3	1.0	-0.2	-1.5	-7.7
COc1ccc(OC)c(C(C)NC(=S)NC2CCCCC2)c1 (stereo unspecified)	0.7	-11.0	-0.6	1.1	-0.3	2.8	0.1	3.6	5.7
Cc1ccc(C)c(OCCC(=O)OCC(=O)Nc2cc(S(=O)(=O)N3CCCCC3)ccc2C)c1	-1.2	-7.0	-4.6	-1.2	-0.9	-1.8	-0.3	1.5	-12.7
CN(C)c1nc(N(C)C)n(Cc2c(Cl)cccc2Cl)n1	-0.1	-2.2	1.3	0.3	0.3	-0.8	-0.1	3.6	-1.7
COc1ccccc1N1CCN(C(=O)c2ccc(Cn3c(=S)[nH]c4cc5c(cc4c3=O)OCO5)cc2)CC1	0.8	0.0	-3.7	2.1	-2.8	-4.1	-1.9	0.2	-6.0
CC(C)n1nccc1N(Cc1ccc(C#N)cc1)S(=O)(=O)c1ccccc1	-1.6	-3.8	-4.3	-1.9	-1.3	-2.6	1.0	0.7	4.2
NC(=O)c1ccc[n+](Cc2cccc3ccccc23)c1	0.0	-12.5	-4.1	1.0	2.9	-0.9	-0.3	0.1	-0.4
C[C@H](NC(=O)[C@H]1N2C(=O)c3ccccc3C2SC1(C)C)C(=O)N1CCN(C)CC1 (stereo partly specified)	1.3	7.6	0.7	-6.2	4.8	-3.8	-0.1	0.4	-4.3
CCOc1ccc(N(CC(=O)NCc2ccccc2)S(=O)(=O)c2c(C)noc2C)cc1	-1.4	13.0	-0.8	-0.3	3.2	-5.3	-0.6	-1.5	-2.7
COc1ccc(NC(=O)CN(C)CC(=O)N2CC(=O)Nc3ccccc32)cc1	3.3	-1.0	-1.7	-0.9	-0.9	-0.7	2.3	-0.7	0.0
Following part
SMILES	BioA inh	GDH-TPI counter	FadD28 FP inh	Mtb UGM inh	Mtb FBA inh	Anthrax LF inh2	BoNT-A LC inh2	PfHsp40 yeast	BoNT-F LC inh
O=C(Cn1sc2ccccc2c1=O)NC12CC3CC(CC(C3)C1)C2	0.9	10.3	0.8	-3.8	0.5	0.2	0.4	3.4	-8.5
CCOCc1cnc(C)nc1NCC(=O)c1c(C)[nH]c2cc(C)ccc12	-0.1	13.0	-2.3	-1.3	-1.2	-3.1	-0.9	-1.4	-3.8
CCOc1ccc(/C=N/N2C(C)CCCC2C)cc1 (stereo unspecified)	-1.7	5.0	-2.3	1.5	4.8	-7.5	-1.0	0.4	-6.5
CCOC(=O)/C(C#N)=C1/SC(CC)C(=O)N1c1ccc(C)cc1 (stereo unspecified)	-0.3	8.3	-4.4	-0.6	2.0	-2.0	0.1	-0.9	-2.1
CC(C)CCNC(=O)CN1C(=O)NC(c2ccccc2)(c2ccccc2)C1=O	2.3	-7.4	-3.0	4.8	0.4	-5.0	-1.8	0.0	7.4
Cc1ccc(NC(=O)C(c2ccccc2)N2CCN(CC(=O)NC3CC3)CC2)cc1Cl (stereo unspecified)	1.1	-3.5	-4.2	1.2	-1.1	-5.6	-0.1	-0.4	-11.3
CCN(Cc1ccncc1)C(=O)c1ccc(C)o1	-1.2	4.6	-2.4	1.2	-1.1	5.1	1.6	-0.1	1.5
CCc1ccccc1NC(=S)N1CCN(c2ccccc2F)CC1	-0.3	8.1	-2.2	-1.9	1.6	2.7	-1.0	-1.5	15.7
COc1ccc(NC(=O)[C@H](C)NC(=O)C2CCN(S(=O)(=O)c3ccc(OC)cc3)CC2)cc1	-0.3	-2.4	-1.0	-1.8	0.5	-0.9	-0.5	0.3	-6.6
Cc1ccc(NC(=O)c2cc(S(=O)(=O)N(C)C)ccc2N2CCCC2)cc1S(=O)(=O)N(C)C	nt	2.4	-2.0	1.1	1.1	?	?	-0.3	?
CC1(C)Oc2ccc3ccc(=O)oc3c2C(N2CCCCC2)C1O (stereo unspecified)	1.2	-2.8	-2.0	-0.2	6.2	1.1	4.9	0.0	-6.1
O=C(Nc1ccccn1)NC1CCCCC1	nt	2.0	-4.8	-0.9	2.1	-0.5	-0.1	-0.9	-2.2
CCCN(C(=O)COC(=O)c1[nH]c(C)c(C(=O)OC)c1C)c1c(N)n(Cc2ccccc2)c(=O)[nH]c1=O	nt	8.6	-2.9	-0.7	7.5	-0.1	1.1	1.3	-5.4
COc1ccccc1N1CCN(CC(C)N(C(=O)C2CCCCC2)c2ccccn2)CC1 (stereo unspecified)	-0.9	8.2	-1.2	-2.0	1.1	-1.0	-1.4	-0.7	-12.3
COc1ccc(S(=O)(=O)NCC2CCCN(C(=O)C=C(C)C)C2)cc1 (stereo unspecified)	nt	-6.6	-0.4	0.7	-4.1	-3.1	0.2	-1.9	-3.7
CCCCCCCCCCCCC(NC(C)=O)(C(=O)OCC)C(=O)OCC	1.2	7.0	-2.4	-2.4	0.9	6.2	-3.2	-0.6	9.7
O=C(CCC1CCCCC1)Nc1cccnc1	7.3	0.4	0.7	2.1	1.4	-0.2	0.3	1.1	-11.0
CCN(C(=O)COC(=O)c1cn(-c2ccccc2)nc1-c1ccccc1)C1CCS(=O)(=O)C1 (stereo unspecified)	nt	-4.9	-4.3	-4.1	1.1	-5.1	-0.2	2.2	-3.5
CS(=O)(=O)NCCSc1cc(C(F)(F)F)nc2ccccc12	nt	7.2	-2.4	1.4	-1.1	7.6	?	-1.2	?
CCN(CC)S(=O)(=O)c1ccc2oc(Nc3ccc4c(c3)OCCO4)nc2c1	0.1	0.8	0.4	-2.0	2.3	-3.0	-0.2	-0.4	5.7
CN(C)[C@@H]1C(=O)C(C(N)=O)=C(O)[C@@]2(O)C(=O)C3=C(O)c4c(O)ccc(Cl)c4[C@@H](O)[C@H]3C[C@@H]12	-0.4	20.2	1.5	1.6	0.5	4.1	0.3	0.0	4.9
CCN(CC)C(=O)CSc1nnc(-c2ccccc2)n1-c1ccccc1	-1.0	12.3	0.8	-2.5	-0.8	-3.0	-0.2	-0.3	-3.0
COc1cc(OC)c(NC(=O)Cc2ccc(OC)c(S(=O)(=O)N3CCOCC3)c2)cc1Cl	-1.6	10.2	-1.2	4.6	4.1	-0.7	-0.8	-0.7	-7.3
Oc1c(Br)cc(CNC2CCCCC2)cc1Br	-1.0	8.2	5.5	nt	-1.9	-1.0	0.3	-0.6	-5.7
O=C(N/N=C/c1ccc2c(c1)OCO2)c1ccn(Cc2ccc(Cl)cc2)n1	0.8	5.3	-0.9	-2.1	2.0	-5.1	-1.3	-1.6	2.8

One compound at a time (already shown):
Listed for COc1ccccc1N1CCN(CC(C)N(C(=O)C2CCCCC2)c2ccccn2)CC1 (stereo unspecified) → BioA inh = -0.9; GDH-TPI counter = 8.2; FadD28 FP inh = -1.2; Mtb UGM inh = -2.0; Mtb FBA inh = 1.1; Anthrax LF inh2 = -1.0; BoNT-A LC inh2 = -1.4; PfHsp40 yeast = -0.7; BoNT-F LC inh = -12.3
Listed for COc1ccc(S(=O)(=O)NCC2CCCN(C(=O)C=C(C)C)C2)cc1 (stereo unspecified) → BioA inh = nt; GDH-TPI counter = -6.6; FadD28 FP inh = -0.4; Mtb UGM inh = 0.7; Mtb FBA inh = -4.1; Anthrax LF inh2 = -3.1; BoNT-A LC inh2 = 0.2; PfHsp40 yeast = -1.9; BoNT-F LC inh = -3.7
Listed for CC(C)CCNC(=O)CN1C(=O)NC(c2ccccc2)(c2ccccc2)C1=O → BioA inh = 2.3; GDH-TPI counter = -7.4; FadD28 FP inh = -3.0; Mtb UGM inh = 4.8; Mtb FBA inh = 0.4; Anthrax LF inh2 = -5.0; BoNT-A LC inh2 = -1.8; PfHsp40 yeast = 0.0; BoNT-F LC inh = 7.4

Continuation:
SMILES	BioA inh	GDH-TPI counter	FadD28 FP inh	Mtb UGM inh	Mtb FBA inh	Anthrax LF inh2	BoNT-A LC inh2	PfHsp40 yeast	BoNT-F LC inh
CN(C)S(=O)(=O)c1cccc(C(=O)OCC(=O)NCc2ccc3c(c2)OCO3)c1	-0.6	1.3	0.6	0.8	-1.2	0.9	0.3	-0.2	-1.6
CCCc1cc(NCCN(C)C)n2c(nc3ccccc32)c1C#N	-0.3	11.7	-3.4	-0.3	162.3*	-3.9	-1.5	-0.6	?
CCOc1ncccc1C(=O)OCC(=O)N1CCN(S(=O)(=O)c2ccccc2)CC1	nt	1.8	0.2	-0.4	-4.8	-2.4	0.6	0.2	7.1
COc1ccc(C2C(C(=O)c3sc(C)nc3C)=C(O)C(=O)N2CCN2CCOCC2)cc1 (stereo unspecified)	1.0	16.6	-1.6	nt	-0.5	1.6	-0.1	-0.6	-12.7
Cc1c(-c2nn(C)c(=O)c3ccccc23)oc2ccc(F)cc2c1=O	24.9	18.0	-0.1	-3.0	4.9	-1.6	-0.4	-1.0	-0.8
N#Cc1ccc(C(=O)Nc2cc(C3CC3)nn2-c2ccccc2)cc1	2.6	-4.9	-4.3	-0.1	-1.3	-0.5	-0.5	0.0	-9.9
